CSN deneddyl inh = inhibitors of CSN-mediated cullin deneddylation, primary screen, biochemical, fluorescence polarization, uHTS; Purified CSN, SCF-Nedd8-OG deneddylation; inhibition, % at 12.5 µM; 360,000 compounds, 0.38% hits; AID 651999, 2013;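 active = pattern-corrected inhibition above about 35%, with an unprinted fluorescence ratio check between 0.5 and 1.5, limit read from the data, passing the limit was not always enough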;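 also: 0% = enzyme with substrate and 100% = substrate without enzyme; some results filed as inactive read as strong as hits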
Target sequence (Q92905 whole entry, looked up, one chain of several): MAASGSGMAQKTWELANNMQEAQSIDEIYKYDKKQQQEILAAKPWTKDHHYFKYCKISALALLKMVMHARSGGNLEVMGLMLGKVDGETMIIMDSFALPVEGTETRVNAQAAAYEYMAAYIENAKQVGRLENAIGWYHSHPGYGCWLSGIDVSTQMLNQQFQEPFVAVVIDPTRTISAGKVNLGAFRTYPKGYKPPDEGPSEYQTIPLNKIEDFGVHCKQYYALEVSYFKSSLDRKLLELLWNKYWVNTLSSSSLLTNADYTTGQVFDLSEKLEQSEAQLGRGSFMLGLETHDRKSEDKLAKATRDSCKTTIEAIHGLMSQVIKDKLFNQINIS
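Assay system: purified human Csn5 enzyme expressed in HEK293T cells; Input: 0.24 nM Csn5 enzyme, final concentration; Reagent: 10 nM SCFSkp2-Nedd8OG; Compound dosing: 12.5 µM single point; Times: reaction 90 min, room temperature; Technique: fluorescence polarization readout.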
Rpn11 inh = Rpn11 (PSMD14) deubiquitinase inhibitors, primary screen, biochemical, fluorescence polarization, uHTS | 26S proteasome non-ATPase regulatory subunit 14 (Homo sapiens), O00487 | human 26S proteasome, Ub4-pepOG fluorescence polarization; 20S core pre-blocked with epoxomicin | calls only at 20 µM | 360,000 compounds, 0.59% hits | AID 588493, 2011;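 active = inhibition at 20 µM, scaled to each plate's controls, above about 33%, limit read from the data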
MT1-MMP act inh = blockers of MT1-MMP proenzyme processing, primary screen, HT1080 RFP-PRO-GFP cells, GFP/RFP fluorescence | GFP/RFP ratio fluorescence, overnight; percent of plate control window, DMSO zero | Matrix metalloproteinase-14 (Homo sapiens), P50281 | 360,000 compounds, 0.061% hits | GFP/RFP ratio change, % at 20 µM;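 active = GFP/RFP ratio change of at least 30% with cell ATP level not reduced by more than half and red fluorescence within 50% of control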; also: strong numbers were not always called active
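system = RFP-PRO-GFP reporter HT1080 cells | dosing = 20 µM single dose, 1% DMSO | timing = overnight cell settling, then overnight compound exposure, 37 °C, 5% CO2 | read-out basis = GFP/RFP fluorescence ratio | controls = DMSO and RFP-L50D-GFP cell wells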
MLLE-PAM2 inh = inhibitors of PABP1 MLLE–PAM2 peptide binding, primary screen, biochemical, fluorescence polarization, FITC-PAM2, GST-MLLE | Polyadenylate-binding protein 1 (Homo sapiens), P11940 | inhibition, % at 20 µM | 360,000 compounds, 0.36% hits; in the data active = inhibition above about 35%, passing the limit was not always enough;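 also: plate controls were DMSO wells with GST-MLLE for no effect and wells lacking GST-MLLE protein for full effect; some results filed as inactive read as strong as hits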
Target sequence (P11940 whole entry, looked up): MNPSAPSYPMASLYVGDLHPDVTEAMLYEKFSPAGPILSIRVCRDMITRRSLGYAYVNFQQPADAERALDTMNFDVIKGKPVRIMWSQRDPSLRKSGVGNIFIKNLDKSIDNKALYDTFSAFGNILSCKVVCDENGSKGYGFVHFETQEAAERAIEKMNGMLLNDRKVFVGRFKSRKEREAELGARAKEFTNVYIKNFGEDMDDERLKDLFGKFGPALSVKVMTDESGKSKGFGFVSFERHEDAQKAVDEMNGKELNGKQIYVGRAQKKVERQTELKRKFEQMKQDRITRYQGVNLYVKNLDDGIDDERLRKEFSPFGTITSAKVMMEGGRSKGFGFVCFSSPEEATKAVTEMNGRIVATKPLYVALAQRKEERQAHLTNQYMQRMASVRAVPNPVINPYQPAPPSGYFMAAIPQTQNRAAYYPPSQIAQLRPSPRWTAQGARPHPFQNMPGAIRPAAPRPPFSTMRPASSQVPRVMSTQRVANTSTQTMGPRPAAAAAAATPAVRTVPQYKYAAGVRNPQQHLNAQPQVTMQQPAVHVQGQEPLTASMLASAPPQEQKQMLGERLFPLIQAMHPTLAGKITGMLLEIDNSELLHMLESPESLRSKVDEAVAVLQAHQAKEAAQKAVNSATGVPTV
bovine MsrA act = bovine MsrA enzyme activators, primary screen, biochemical, absorbance, HTS; purified bovine MsrA, absorbance read-out; AID 602163, 2012; Methionine sulfoxide reductase A (Bos taurus); 360,000 compounds, 0.3% hits; activation, % at 10.6 µM; in the data active = activation above about 7.5%;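 also: 0% = vehicle and 100% = reference activator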
MsrA inh = bovine MsrA enzyme inhibitors, primary screen, biochemical, absorbance, HTS; Methionine sulfoxide reductase A (Bos taurus); purified bovine MsrA, absorbance read-out; 360,000 compounds, 0.75% hits; inhibition, % at 15.5 µM; in the data active = inhibition above about 4.5%;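 also: 0% = vehicle wells with enzyme and 100% = reference inhibitor wells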
FAS-TE inh = FAS thioesterase domain inhibitors, primary screen, biochemical, fluorescence intensity, uHTS | Fatty acid synthase (Homo sapiens), P49327 | 360,000 compounds, 0.67% hits | recombinant FAS-TE, OMFH fluorogenic substrate, fluorescence endpoint | inhibition, % at 15 µM | AID 602261, 2012;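 active = compounds whose normalised, plate-corrected inhibition of enzyme fluorescence in the single-dose primary screen is 50% or more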;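 also: 0% = DMSO with enzyme and 100% = substrate without enzyme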
E coli Lon inh = inhibitors of E. coli Lon protease, primary screen, biochemical, fluorescence polarization; P0A9M0; purified E. coli Lon protease; inhibition, % at 7.94 µM; 360,000 compounds, 0.42% hits; in the data active = inhibition above about 13%, passing the limit was not always enough;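 also: 0% = enzyme with probe and DMSO and 100% = no enzyme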
Rin1-Abl PPI inh = inhibitors of Rin1-Abl protein binding, primary screen, biochemical, TR-FRET; Tyrosine-protein kinase ABL1 (Homo sapiens) + Ras and Rab interactor 1 (Homo sapiens), …; inhibition, % at 7.35 µM; 360,000 compounds, 0.4% hits; AID 588664, 2011; in the data active = inhibition above about 5%, passing the limit was not always enough
* hit, by the source's call; i = inactive; x = not tested or not shown.

Molecule | CSN deneddyl inh | Rpn11 inh | MT1-MMP act inh | MLLE-PAM2 inh | bovine MsrA act | MsrA inh | FAS-TE inh | E coli Lon inh | Rin1-Abl PPI inh
Cc1ccccc1Nc1nc(N)nc(CN2CCN(c3ccccn3)CC2)n1 | -2 | i | 5 | -1 | 1 | -1.0 | 0 | 17* | -2
Cn1cnnc1Sc1ccc(C(=O)OCC(=O)Nc2ccccc2)cc1[N+](=O)[O-] | 3 | i | 2 | -10 | -5 | -0.4 | 11 | 4 | 2
O=C(N/N=C/c1cccc(F)c1)c1csc2c1CCCC2 | 0 | i | 0 | -5 | 0 | -0.4 | 7 | -5 | -2
Cc1csc(-c2cc(C(=O)NCc3ccc(F)cc3)n[nH]2)c1 | 4 | i | 1 | 7 | -2 | -0.5 | 4 | 9 | -1
Cc1cc(N/C=C/C(=O)c2ccc(Br)cc2)no1 | -1 | i | 3 | 1 | -5 | 0.4 | -5 | -14 | 3
Cc1cccc(C)c1NC(=O)c1cccc2c1C(=O)N(C1CCCCC1)C2 | -2 | i | -11 | 8 | -3 | x | 25 | -2 | 0
COc1ccc(/C=N/NC(=O)CN2CCS(=O)(=O)CC2)cc1 | 1 | i | 0 | -4 | -4 | -0.3 | 0 | 0 | 1
Cc1ccc(C)c(N2N=C(C(=O)Nc3ccc(N4CCOCC4)cc3)CCC2=O)c1 | 2 | i | 3 | -4 | -3 | 2.2 | -4 | -1 | 1
Cc1ccccc1OCc1ccc(C(=O)N2CC(C)OC(C)C2)o1 (configuration not stated) | 3 | i | 1 | 0 | 0 | -0.1 | -2 | -17 | 3
COc1cccc(CC(NC(C)=O)C(=O)NC2CCN(C(=O)c3ccc(Cl)cc3)CC2)c1 (configuration not stated) | 0 | i | 6 | 7 | -4 | -1.1 | -5 | 2 | 4
NNC(=O)CNC(=O)c1ccccc1F | 2 | i | 1 | -10 | -10 | -1.0 | -17 | 53* | -3
Cc1cc(/C=N/NC(=O)c2nn(C)cc2Cl)c(C)n1-c1cccc(Br)c1 | 2 | i | -2 | -3 | -12 | 0.7 | -1 | 3 | 0
CCOc1ncccc1C(=O)Nc1nnc(C2CC2)s1 | 2 | i | 3 | -10 | -2 | 0.7 | -6 | 4 | -2
CC(=O)Nc1ccc(S(=O)(=O)N(C)CC(=O)OCCOc2cccc(C)c2)cc1 | -3 | i | 3 | -10 | -3 | 1.8 | 20 | 4 | -2
O=C(NCc1cccs1)C1CCCN1C(=O)Nc1ccccc1[N+](=O)[O-] (configuration not stated) | 2 | i | 1 | 4 | -3 | -1.0 | -1 | 2 | 1
CC1(C(=O)NS(=O)(=O)Cc2cccc(Cl)c2)CCN1C(=O)c1cccc(F)c1 (configuration not stated) | -2 | i | 0 | -6 | 0 | -0.6 | -12 | 1 | -3
CC(C)(C)C(=O)NNc1nc(-c2ccccc2)c2cc(Br)ccc2n1 | -3 | i | 0 | 0 | -2 | 0.1 | 3 | 10 | -2
Cc1cccc(NC(=O)[C@@H]2CCCN2S(=O)(=O)c2ccc(Cl)cc2)c1 | -3 | i | -3 | 2 | -2 | 0.8 | 6 | -10 | 3
COCC(=O)N1CCC(Oc2ccc(C(=O)N3CCN(C)C[C@@H]3C(C)C)cc2)CC1 | 1 | i | 1 | 7 | -4 | 0.4 | -7 | -4 | 3
CCOCc1nc(N)[nH]c(=O)c1Cc1ccc(OC(C)C)cc1 | -5 | i | 4 | 3 | -3 | -0.5 | -2 | -7 | 1
Oc1cc(-c2cccnc2)cc2cccnc12 | 5 | i | 4 | 4 | -1 | 3.0 | -4 | 8 | 4
Cn1c(=O)c2cc(NC(=O)Nc3ccccc3)ccc2n1Cc1ccccc1 | -2 | i | 0 | 7 | 0 | 0.5 | -3 | -8 | 1
COC(=O)Nc1ccc(S(=O)(=O)Nc2ccc(C(=O)O)cc2)cc1 | -3 | i | -2 | -6 | 0 | 0.6 | -5 | 1 | 4
Cc1ccccc1CCNC(=O)Cn1nc(C)c2c(C)n(-c3ccccc3)nc2c1=O | -1 | i | 3 | 13 | -2 | 1.5 | -2 | -6 | -2
O=C(C1CCCC1)N1CCCC(Nc2ccc(F)cc2)C1 (configuration not stated) | -2 | i | 2 | -8 | -2 | -0.6 | 2 | -3 | 1
CC1(C#N)c2ccccc2C(Br)=CN1C(=O)c1ccccc1 (configuration not stated) | -1 | i | -2 | 7 | -8 | 0.3 | 20 | 4 | -17
Cc1ccc(C(=O)CSC2=C(C#N)C(c3ccco3)CC(=O)N2)c(C)c1 (configuration not stated) | 13 | i | 4 | -10 | -6 | 3.4 | 0 | -3 | -6
O=C(OCC(=O)N1CCc2ccccc2C1)c1cc(=O)[nH]c2ccccc12 | 4 | i | -3 | 14 | -3 | 1.6 | -3 | -5 | -10
COc1ccc(C(=O)NC2=C(C#N)CCC2)cc1OC | 3 | i | 5 | 2 | -1 | -1.5 | -5 | -3 | -4
CC(C)(C)c1cc(N)on1 | 3 | i | 4 | 13 | -10 | -0.4 | -7 | 2 | 1
Cc1cc(NC(=O)CSc2n[nH]c(CC(C)C)n2)no1 | -1 | i | -3 | -18 | 0 | 0.4 | -7 | -4 | 3
COCCOC(=O)c1c(C)oc2ccc(NS(=O)(=O)c3ccc(C)cc3)cc12 | 2 | i | 0 | -11 | -2 | -0.8 | 18 | 7 | 0
Cc1c(C(=O)N2CCN(S(C)(=O)=O)CC2)oc2ccccc12 | -4 | i | 2 | -10 | -2 | 1.6 | -9 | -11 | 1
COC(=O)C1=C(C)N(C)C(C)=C(C(=O)OC)C1c1ccc(Cl)cc1 | -4 | i | 7 | -9 | -3 | 0.0 | 0 | 5 | -1
C[C@@H]1CN([C@H](C)CO)C(=O)Cc2cc(NS(=O)(=O)c3cn(C)cn3)ccc2O[C@H]1CN(C)S(=O)(=O)c1ccc(Cl)cc1 | -7 | i | 1 | -3 | -1 | 1.1 | -2 | 4 | -3
CCOc1ccc(NC(=O)C(=O)NCCN2CCN(C(=O)c3ccc(C)cc3)CC2)cc1 | 3 | i | 0 | -5 | -2 | 2.7 | -3 | 6 | 2
Cc1csc(=O)n1CCC(=O)OCC(=O)NNC(=O)c1ccc(Cl)cc1 | -1 | i | 2 | 45* | -9 | -1.0 | -1 | 8 | 4
CCc1nnc(N/N=C/c2cc(Br)c(O)cc2O)n1N | -1 | i | 8 | 1 | 5 | 3.0 | 0 | 4 | 5
O=C(CCCOc1ccc(Cl)cc1Cl)N1CCc2ccccc2C1 | 7 | i | 6 | 5 | -9 | -0.6 | 27 | -2 | -3
O=C(N/N=C/c1ccc(N2CCOCC2)s1)c1ccc(NS(=O)(=O)c2cccs2)cc1 | 5 | x | -5 | -39 | 3 | 4.7* | -7 | -35 | -4
Cc1n[nH]c(C)c1CS(=O)(=O)c1ccccc1 | 1 | i | 0 | 1 | 0 | 1.3 | -6 | 2 | -2
O=C1CCCN1CCC(=O)N1CCCC(CO)(Cc2ccccc2)C1 (configuration not stated) | -1 | i | 4 | -13 | -3 | -0.4 | -8 | -5 | 3
COCCN(C(=O)CSCc1ccccc1)c1c(N)n(Cc2ccccc2)c(=O)[nH]c1=O | -3 | i | -2 | 13 | -5 | 0.1 | 3 | -3 | -2
COc1ccccc1C1=NOC(COC(=O)c2ccc(Br)cc2)C1 (configuration not stated) | 0 | i | -1 | 5 | -11 | -0.6 | 18 | 4 | -3
COc1ccc(OC)c(-c2csc(N(C)C(=O)c3ccco3)n2)c1 | 11 | i | -5 | 1 | -13 | -1.0 | 7 | 16 | 5
N/C(=N\OC(=O)CCCOc1ccc(Cl)cc1Cl)c1ccccn1 | 5 | i | 4 | -7 | -7 | 1.3 | 8 | -6 | 0
O=C(COC(=O)/C=C/c1ccc(Cl)cc1Cl)Nc1cccc(S(=O)(=O)NC2=NCCC2)c1 | 0 | i | 2 | -7 | 2 | -0.7 | -4 | -2 | 1
Cc1cc([N+](=O)[O-])nn1CC(=O)N/N=C/c1ccccc1O | -6 | i | 5 | 12 | 1 | 2.5 | 35 | -4 | -3
CCOC(=O)c1ccc(NC(=O)CNS(=O)(=O)c2ccccc2)cc1 | 5 | i | -1 | -5 | -3 | 0.2 | 0 | -16 | -1
COc1ccc(C(=O)COC(=O)CSCc2c(C)noc2C)cc1OC | -4 | i | 5 | 0 | -1 | 1.4 | -1 | 14 | -2

Two entries picked at random from the list so far:
Molecule | CSN deneddyl inh | Rpn11 inh | MT1-MMP act inh | MLLE-PAM2 inh | bovine MsrA act | MsrA inh | FAS-TE inh | E coli Lon inh | Rin1-Abl PPI inh
CC(C)(C)c1cc(N)on1 | 3 | i | 4 | 13 | -10 | -0.4 | -7 | 2 | 1
C[C@@H]1CN([C@H](C)CO)C(=O)Cc2cc(NS(=O)(=O)c3cn(C)cn3)ccc2O[C@H]1CN(C)S(=O)(=O)c1ccc(Cl)cc1 | -7 | i | 1 | -3 | -1 | 1.1 | -2 | 4 | -3

Other structures.
Fields – CSN deneddyl inh	Rpn11 inh	MT1-MMP act inh	MLLE-PAM2 inh	bovine MsrA act	MsrA inh	FAS-TE inh	E coli Lon inh	Rin1-Abl PPI inh
O=C(Cc1ccc(Br)cc1)N/N=C/c1ccc(-c2cccc(C(=O)O)c2)o1
→ -2	i	-5	-1	-7	4.5	3	-3	-1
Cc1ccc(S(=O)(=O)Nc2ccc(S(=O)(=O)Nc3ncccn3)cc2)cc1
→ -4	i	x	-6	-10	0.3	-10	12	0
O=C(NCc1ccc(OC(F)(F)F)cc1)C1CC(c2cccc(F)c2)=NO1 (configuration not stated)
→ -1	i	4	8	2	3.2	2	0	2
Cc1nn(-c2ccccc2)c(C)c1CN
→ -1	i	0	0	-6	0.2	-8	6	0
Fc1ccc(CN2CCN(c3ncccn3)CC2)c(F)c1
→ 4	i	0	1	-3	-1.0	-7	-8	4
COc1ccccc1C(=O)C(=O)c1ccccc1OC
→ 0	i	1	7	-2	0.8	-3	9	0
Cn1ncc(Cl)c1C(=O)Nc1ccc2c(c1)OCO2
→ -5	i	-2	-3	-5	0.3	-4	0	3
c1csc(-c2nn3c(C4CCCCC4)nnc3s2)c1
→ 5	i	7	-16	-4	0.7	12	-7	-4

6 compounds out of the list above, sorted by the value under MsrA inh, falling.
Molecule	CSN deneddyl inh	Rpn11 inh	MT1-MMP act inh	MLLE-PAM2 inh	bovine MsrA act	MsrA inh	E coli Lon inh	Rin1-Abl PPI inh
O=C(Cc1ccc(Br)cc1)N/N=C/c1ccc(-c2cccc(C(=O)O)c2)o1	-2	i	-5	-1	-7	4.5	-3	-1
O=C(NCc1ccc(OC(F)(F)F)cc1)C1CC(c2cccc(F)c2)=NO1 (configuration not stated)	-1	i	4	8	2	3.2	0	2
COc1ccccc1C(=O)C(=O)c1ccccc1OC	0	i	1	7	-2	0.8	9	0
Cc1ccc(S(=O)(=O)Nc2ccc(S(=O)(=O)Nc3ncccn3)cc2)cc1	-4	i	x	-6	-10	0.3	12	0
Cc1nn(-c2ccccc2)c(C)c1CN	-1	i	0	0	-6	0.2	6	0
Fc1ccc(CN2CCN(c3ncccn3)CC2)c(F)c1	4	i	0	1	-3	-1.0	-8	4

Source: PubChem (several laboratories)
